Compound activity from PubChem BioAssay.
SIRT5 inh: inhibitors of human sirtuin-5 desuccinylase | AID 652115 | Purified SirT5, succinyl-peptide AMC, trypsin-coupled fluorescence | Q9NXA8 | hit rate 1.1% among 330,000 | inhibition, % at 15 µM; in the data active means inhibition above about 15%
Target sequence (Q9NXA8 whole entry, looked up): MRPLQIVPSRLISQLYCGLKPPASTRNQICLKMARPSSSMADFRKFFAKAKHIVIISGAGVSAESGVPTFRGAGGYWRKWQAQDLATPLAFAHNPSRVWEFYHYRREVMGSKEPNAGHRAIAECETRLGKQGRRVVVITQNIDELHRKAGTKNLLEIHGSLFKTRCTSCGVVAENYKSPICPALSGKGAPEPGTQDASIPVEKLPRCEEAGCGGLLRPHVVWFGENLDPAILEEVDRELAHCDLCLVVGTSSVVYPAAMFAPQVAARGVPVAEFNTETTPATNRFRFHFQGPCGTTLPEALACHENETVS
ERp5 inh: blocks human ERp5 reductase activity on insulin; Q15084; ERp5 insulin aggregation, absorbance 650 nm, 90 min; inhibition, % at 9.99 µM; hit rate 0.05% among 350,000; AID 651711;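 active means mean replicate inhibition above about 25%, with every replicate also reaching it, limit read from the data, passing the limit was not always enough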
Target sequence (Q15084 whole entry, looked up): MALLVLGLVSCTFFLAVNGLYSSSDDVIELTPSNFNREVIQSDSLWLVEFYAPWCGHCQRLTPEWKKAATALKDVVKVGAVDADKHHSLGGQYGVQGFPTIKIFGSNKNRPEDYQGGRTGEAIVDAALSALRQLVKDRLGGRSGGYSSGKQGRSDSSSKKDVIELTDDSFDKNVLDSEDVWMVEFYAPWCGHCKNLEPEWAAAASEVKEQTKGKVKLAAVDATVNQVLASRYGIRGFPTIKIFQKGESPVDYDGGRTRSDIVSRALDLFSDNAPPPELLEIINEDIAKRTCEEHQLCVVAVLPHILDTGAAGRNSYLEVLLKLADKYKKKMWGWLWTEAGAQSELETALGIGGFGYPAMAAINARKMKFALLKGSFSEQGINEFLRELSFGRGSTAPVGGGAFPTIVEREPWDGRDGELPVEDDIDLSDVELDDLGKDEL
The depositor's hits bear a star. These rows are one share of the data. The share of hits here may be higher or lower than overall.

For O=C(/C=C/c1ccc(N2CCOCC2)cc1)c1ccccc1 the results were SIRT5 inh -2.5 and ERp5 inh 1.1.
COc1ccc2c3c([nH]c2c1)[C@H](CO)N(C(=O)c1ccccn1)CC31CCN(C(=O)C2CCCCC2)CC1 was read as SIRT5 inh 6.5 and ERp5 inh -3.5.
Screening COc1cccc(NC(=O)N2CC(=O)N3[C@H](CO)[C@@H](c4ccc(C#CC5CCCC5)cc4)[C@@H]3C2)c1 returned SIRT5 inh 9.3 and ERp5 inh 5.6.
Cc1cccc(C)c1-n1nnnc1C(c1ccnc2ccccc12)N1CCN(C(=O)OC(C)(C)C)CC1 (stereo not drawn) was read as SIRT5 inh -2.7 and ERp5 inh -2.2.
COc1ccccc1CN1C[C@@H]2N[C@H](C1)C2c1ccc(-c2ccccc2)cc1 (stereo partly drawn) was read as SIRT5 inh -1.7 and ERp5 inh -1.2.
Screening COc1ccc2c3c(n(C)c2c1)[C@H](CO)N(C(=O)c1ccc(F)cc1)CC31CN(C(=O)Nc2ccc(F)cc2)C1 returned SIRT5 inh 5.2 and ERp5 inh 3.0.
For CCCNC(=O)N1CC2(C1)CN(C(=O)CC1CC1)[C@H](CO)c1c2c2ccc(OC)cc2n1C the results were SIRT5 inh 1.4 and ERp5 inh -0.5.
Screening Cc1ccc(C(=Cc2ccc([N+](=O)[O-])cc2)C(=O)O)cc1 returned SIRT5 inh 3.6 and ERp5 inh 4.3.
Screening CCC(=O)N1CC2(CCN(Cc3cccnc3)CC2)c2c(n(C)c3cc(OC)ccc23)[C@H]1CO returned SIRT5 inh -4.5 and ERp5 inh 0.9.
Screening O=C(C1CCC1)N1CC[C@H]2[C@H](CO)Nc3ccc(Br)cc3[C@H]21 returned SIRT5 inh -2.1 and ERp5 inh -1.3.
Screening CN1c2ccc(C#Cc3cccnc3)cc2[C@@H]2[C@@H](CCN2C(=O)C2CCCC2)[C@@H]1CO returned SIRT5 inh 5.4 and ERp5 inh 0.9.
Screening CC(=O)OCC1(C)CN(c2ccccc2)N(C(=O)c2ccc(C(C)(C)C)cc2)C1=O (stereo not drawn) returned SIRT5 inh -0.8 and ERp5 inh -2.6.
`O=C(CNS(=O)(=O)c1ccc(Br)cc1)OCc1cc(=O)n2cc(Br)ccc2n1` gave SIRT5 inh -1.3 and ERp5 inh -5.5.
CCOC(=O)C1CSCCS(=O)(=O)N1Cc1ccc(Cl)cc1 (stereo not drawn) was read as SIRT5 inh -3.1 and ERp5 inh 1.2.
`C/C=C/c1ccc([C@@H]2[C@H]3CN(C(=O)Nc4cccc(OC)c4)CC(=O)N3[C@H]2CO)cc1` gave SIRT5 inh 1.8 and ERp5 inh -7.9.
Screening CN(C)CC#Cc1ccc([C@@H]2[C@H](CO)N3C(=O)CN(C(=O)Cc4ccccc4)C[C@@H]23)cc1 returned SIRT5 inh -0.5 and ERp5 inh 2.4.
Screening COc1ccc2c3c(n(C)c2c1)[C@@H](CO)N(C(=O)Nc1ccc(F)cc1)CC31CN(C(=O)c2cccnc2)C1 returned SIRT5 inh 9.0 and ERp5 inh -0.5.
`COc1ccc2c3c([nH]c2c1)[C@H](CO)N(C(=O)Nc1ccc(F)cc1)CC31CCN(S(=O)(=O)c2cccc(F)c2)CC1` gave SIRT5 inh 5.7 and ERp5 inh -1.2.
O=C1NC(O)CCN1C1CC(O)C(CO)O1 (stereo not drawn) was read as SIRT5 inh -2.7 and ERp5 inh -4.7.
Screening Cc1cccc(NC(=O)c2ccc(CN3CCc4ccccc4C3)cc2)c1C returned SIRT5 inh -0.5 and ERp5 inh 1.9.
For CCS(=O)(=O)N1CC(=O)N2[C@H](CO)[C@@H](c3ccc(C#CC4CCCCC4)cc3)[C@@H]2C1 the results were SIRT5 inh -4.9 and ERp5 inh -1.4.
Screening O/N=C1\CCCc2ccc(Cl)cc21 returned SIRT5 inh 1.9 and ERp5 inh -1.0.
For Cc1ccc(NC(=O)NCc2ccncc2)cc1Cl the results were SIRT5 inh 0.5 and ERp5 inh 0.3.
`Cc1ccccc1S(=O)(=O)N1CC(=O)N2[C@H](CO)[C@@H](c3ccc(C#CC4CC4)cc3)[C@@H]2C1` gave SIRT5 inh 2.2 and ERp5 inh -0.8.
CCC(=O)N1CC(=O)N2[C@H](CO)[C@H](c3ccc(-c4ccccc4F)cc3)[C@H]2C1 was read as SIRT5 inh -1.7 and ERp5 inh -8.5.
CCCNC(=O)N1CC(=O)N2[C@H](CO)[C@@H](c3ccc(C#CCC4CCCC4)cc3)[C@H]2C1 was read as SIRT5 inh 2.6 and ERp5 inh 0.3.
Screening CN(C)C(=O)[C@H]1[C@H](CO)[C@H]2Cn3c(ccc(/C=C/c4ccccc4)c3=O)[C@H]2N1CC1CC1 returned SIRT5 inh -17.4 and ERp5 inh 0.3.
Screening O=C(C[n+]1ccccc1)Nc1ccc(Oc2ccccc2)cc1 returned SIRT5 inh -10.5 and ERp5 inh -1.3.
`C/C=C/c1ccccc1[C@H]1[C@@H](C#N)N(c2nc(CC)cs2)[C@@H]1CO` gave SIRT5 inh 1.6 and ERp5 inh -0.5.
Screening C[C@@H]1CN([C@H](C)CO)C(=O)c2cccc(NC(=O)CCCCCC(=O)Nc3ccccc3N)c2O[C@@H]1CN(C)CC1CC1 returned SIRT5 inh 7.3 and ERp5 inh -3.8.
For CCOC(=O)C1CSCCS(=O)(=O)N1Cc1cc(F)ccc1Br (stereo not drawn) the results were SIRT5 inh -1.2 and ERp5 inh -0.3.
C[C@@H]1CCCCO[C@@H](CN(C)Cc2ccccc2)[C@@H](C)CN([C@H](C)CO)C(=O)c2cc(NC(=O)CCCCCC(=O)Nc3ccccc3N)ccc2O1 was read as SIRT5 inh -4.0 and ERp5 inh 7.2.
Screening Cc1ccc(S(=O)(=O)N2CCC(=O)c3ccccc32)cc1 returned SIRT5 inh -3.3 and ERp5 inh -2.8.
Screening C/C(=N\NC(=S)Nc1c(C)cccc1C)c1cc2ccccc2o1 returned SIRT5 inh 0.9 and ERp5 inh 2.4.
Screening CC(=O)N1CC2(C1)[C@H](c1ccc(-c3cccc(F)c3)cc1)[C@H](CO)N2CC1CCOCC1 returned SIRT5 inh -0.8 and ERp5 inh 2.8.
`Cc1ccc(-n2cc(CN(C)CCc3cn[nH]c3)c(-c3cccc(C)c3)n2)cc1` gave SIRT5 inh -3.2 and ERp5 inh 1.6.
C[C@H](CO)N1C[C@H](C)[C@@H](CN(C)C(=O)Nc2cccc3ccccc23)Oc2ccc(NC(=O)CCCN(C)C)cc2C1=O was read as SIRT5 inh 1.3 and ERp5 inh 0.5.
`Cc1ccc2nc(-c3ccc(Cl)cc3)c(Cc3cccc(F)c3)n2c1` gave SIRT5 inh -3.3 and ERp5 inh -4.7.
Screening O=C(NC[C@@H]1CC[C@@H]2[C@@H](CN2Cc2cccc(Cl)c2)O1)C1CCOCC1 returned SIRT5 inh 10.2 and ERp5 inh -0.1.
`CCCCCCCCN1C(=O)[C@H](CC(=O)NCc2ccccc2)C[C@@]2(C(=O)OC)CCCCC=C12` gave SIRT5 inh -4.6 and ERp5 inh -2.3.

A draw from above in order of SMILES length, falling.
Screening COc1cccc(NC(=O)N2CC(=O)N3[C@H](CO)[C@@H](c4ccc(C#CC5CCCC5)cc4)[C@@H]3C2)c1 returned SIRT5 inh 9.3 and ERp5 inh 5.6.
`CCCCCCCCN1C(=O)[C@H](CC(=O)NCc2ccccc2)C[C@@]2(C(=O)OC)CCCCC=C12` gave SIRT5 inh -4.6 and ERp5 inh -2.3.
`O=C(CNS(=O)(=O)c1ccc(Br)cc1)OCc1cc(=O)n2cc(Br)ccc2n1` gave SIRT5 inh -1.3 and ERp5 inh -5.5.
Screening O=C(C[n+]1ccccc1)Nc1ccc(Oc2ccccc2)cc1 returned SIRT5 inh -10.5 and ERp5 inh -1.3.

New compounds follow:
Screening COc1ccccc1-c1ccc2c(c1)[C@@H]1C[C@H]3[C@@H](CN1CC2)[C@H](C)ON3C returned SIRT5 inh -1.2 and ERp5 inh -2.1.
Screening CCC(=O)N1Cc2cc(C(=O)NCC(F)(F)F)nc(-c3cccc(-c4cncnc4)c3)c2[C@H]1CCO returned SIRT5 inh -2.7 and ERp5 inh 12.7.
For CC(C)NC(=O)N1[C@H](CO)[C@@H](c2ccccc2)C12CN(C(=O)CN(C)C)C2 the results were SIRT5 inh 1.5 and ERp5 inh 4.2.
`O=C(O)C1CCCN1C(=O)Nc1ccc(Cl)cc1` (stereo not drawn) gave SIRT5 inh -2.0 and ERp5 inh 4.9.
Screening N#C[C@@H]1[C@H](c2ccccc2C2=CCCC2)[C@H](CO)N1C(=O)C1CCCC1 returned SIRT5 inh -0.2 and ERp5 inh 0.5.
For Cn1c(=O)cc(OCC(=O)N2CCN(c3ccccc3F)CC2)c2ccccc21 the results were SIRT5 inh -0.4 and ERp5 inh -0.3.
`CCC(=O)N1[C@@H](CO)[C@@H](c2ccccc2)C12CN(C(=O)c1cnccn1)C2` gave SIRT5 inh -3.1 and ERp5 inh 3.5.
`COc1cccc(C#Cc2ccc([C@@H]3[C@@H](CO)N4C(=O)CN(C(=O)Cc5cccnc5)C[C@@H]34)cc2)c1` gave SIRT5 inh 1.9 and ERp5 inh 1.8.
For COc1ccc(S(=O)(=O)Nc2ccc3c(c2)CC(=O)N([C@@H](C)CO)C[C@@H](C)[C@H](CN(C)Cc2ccc(C(=O)O)cc2)O3)cc1 the results were SIRT5 inh -2.7 and ERp5 inh -0.3.
O=C(Nc1ccc(F)cc1)N[C@@H]1CC[C@@H](CCNC(=O)c2ccccc2F)O[C@H]1CO was read as SIRT5 inh 1.9 and ERp5 inh 4.2.
Screening O=C(NC1CCCCC1)N1CC(=O)N2[C@H](C1)[C@H](c1ccc(-c3cccnc3)cc1)[C@@H]2CO returned SIRT5 inh 0.9 and ERp5 inh -0.5.
O=C1C=C(NCc2ccc3c(c2)OCO3)CC(c2ccccc2)C1 (stereo not drawn) was read as SIRT5 inh -3.3 and ERp5 inh -3.8.
For COCCNC(=O)c1c[nH]c2ccc(S(=O)(=O)N(C)c3ccc(C)c(C)c3)cc2c1=O the results were SIRT5 inh 9.9 and ERp5 inh 2.0.
Screening CC(C)CC#Cc1ccc([C@@H]2[C@H]3CN(C(=O)Cc4cccnc4)CC(=O)N3[C@H]2CO)cc1 returned SIRT5 inh -2.5 and ERp5 inh -12.0.
`CN(C)CCNC(=O)C(=O)C1C(=O)Nc2ccccc21` (stereo not drawn) gave SIRT5 inh -2.9 and ERp5 inh -13.3.
Screening Nc1nc(SCC(=O)Nc2ccc3c(c2)OCO3)n[nH]1 returned SIRT5 inh -1.8 and ERp5 inh -3.5.
Screening CN(C)CC#Cc1ccc([C@@H]2[C@@H](CO)N3C(=O)CN(C(=O)c4cccnc4)C[C@@H]23)cc1 returned SIRT5 inh -3.7 and ERp5 inh -1.4.
`CCN1CC(=O)N2[C@H](C1)[C@H](c1ccc(-c3ccccc3F)cc1)[C@@H]2CO` gave SIRT5 inh -3.5 and ERp5 inh 0.2.
`C[C@H](CO)N1C[C@H](C)[C@H](CN(C)CC2CC2)Oc2ccc(N(C)C)cc2CC1=O` gave SIRT5 inh 3.0 and ERp5 inh 0.5.
Screening COc1ccc2c3c(n(C)c2c1)[C@H](CO)N(Cc1ccncc1)CC31CN(C(=O)C2CCCCC2)C1 returned SIRT5 inh 2.6 and ERp5 inh -8.0.
Screening CCS(=O)(=O)N1CC(=O)N2[C@@H](CO)[C@H](c3ccc(C#CCC4CCCC4)cc3)[C@@H]2C1 returned SIRT5 inh -0.3 and ERp5 inh 3.8.
Screening C#CCOCCOCCOCCNc1nc(N2CCN(C(=O)[C@H](CCC(=O)O)n3cc(C(N)Cc4ccc(O)cc4)nn3)CC2)nc(N2CCN(C(=O)[C@H](CCC(=O)O)n3cc(C(N)Cc4ccc(O)cc4)nn3)CC2)n1 (stereo partly drawn) returned SIRT5 inh 1.5 and ERp5 inh 1.7.
O=S(=O)(Nc1nc2ccccc2nc1-[n+]1cccc(N=C([O-])c2ccc(Cl)cc2)c1)c1ccccc1 was read as SIRT5 inh 6.9 and ERp5 inh 9.0.
Screening CCC(=O)N1CC2(C1)CN(Cc1ccc(Cl)cc1)[C@@H](CO)c1[nH]c3cc(OC)ccc3c12 returned SIRT5 inh 3.0 and ERp5 inh 0.3.
For CC=Cc1ccc2n(c1=O)C[C@@H]1[C@@H](CO)[C@H](C(=O)N3CCc4ccccc4C3)N(C(=O)COC)[C@H]21 (mixture of isomers) the results were SIRT5 inh -12.4 and ERp5 inh -0.3.
For CC(C)SCc1cc(N2CCCC2)nc(-c2ccccc2)n1 the results were SIRT5 inh -4.5 and ERp5 inh -7.1.
Screening O=C1C(=Cc2cccc(F)c2)Cc2ccccc21 returned SIRT5 inh -2.3 and ERp5 inh 0.3.
Screening COC(=O)[C@@]12C[C@@H](CC(=O)NCCCN3CCCC3=O)C(=O)N(Cc3ccco3)C1=CCC(C)(C)C2 returned SIRT5 inh -0.7 and ERp5 inh 1.8.
`CC(C)[C@H](NC(=O)C1CCCC1)C(=O)N1CCC[C@H]1C(=O)NCCc1ccccc1Cl` gave SIRT5 inh -0.2 and ERp5 inh 3.9.
For COC(=O)C1=CN(c2ccc(N3CCOCC3)cc2)C(N)=C(C#N)C1c1ccc(-c2ccccc2)cc1 (stereo not drawn) the results were SIRT5 inh 1.1 and ERp5 inh -2.5.
For CN(Cc1ccon1)Cc1cn[nH]c1-c1ccc(-c2ccccc2)cc1 the results were SIRT5 inh -6.5 and ERp5 inh -2.6.

Compounds from the list above containing bromine:
Screening O=C(C1CCC1)N1CC[C@H]2[C@H](CO)Nc3ccc(Br)cc3[C@H]21 returned SIRT5 inh -2.1 and ERp5 inh -1.3.
`O=C(CNS(=O)(=O)c1ccc(Br)cc1)OCc1cc(=O)n2cc(Br)ccc2n1` gave SIRT5 inh -1.3 and ERp5 inh -5.5.
For CCOC(=O)C1CSCCS(=O)(=O)N1Cc1cc(F)ccc1Br (stereo not drawn) the results were SIRT5 inh -1.2 and ERp5 inh -0.3.
